Bioassay records as filed in PubChem BioAssay.
Pol iota inh: blocks human DNA polymerase iota activity | Q9UNA4 | Pol iota fluorescent replication assay, 10 min | Potency, µM (doses to about 115 µM), for the others: at the highest dose activity, negative = inhibition, most hits filed as inhibitors | 390,000 tested, 1% active | AID 588590; note: potency is the fitted concentration of half-maximal effect
Target sequence (Q9UNA4 whole entry, looked up): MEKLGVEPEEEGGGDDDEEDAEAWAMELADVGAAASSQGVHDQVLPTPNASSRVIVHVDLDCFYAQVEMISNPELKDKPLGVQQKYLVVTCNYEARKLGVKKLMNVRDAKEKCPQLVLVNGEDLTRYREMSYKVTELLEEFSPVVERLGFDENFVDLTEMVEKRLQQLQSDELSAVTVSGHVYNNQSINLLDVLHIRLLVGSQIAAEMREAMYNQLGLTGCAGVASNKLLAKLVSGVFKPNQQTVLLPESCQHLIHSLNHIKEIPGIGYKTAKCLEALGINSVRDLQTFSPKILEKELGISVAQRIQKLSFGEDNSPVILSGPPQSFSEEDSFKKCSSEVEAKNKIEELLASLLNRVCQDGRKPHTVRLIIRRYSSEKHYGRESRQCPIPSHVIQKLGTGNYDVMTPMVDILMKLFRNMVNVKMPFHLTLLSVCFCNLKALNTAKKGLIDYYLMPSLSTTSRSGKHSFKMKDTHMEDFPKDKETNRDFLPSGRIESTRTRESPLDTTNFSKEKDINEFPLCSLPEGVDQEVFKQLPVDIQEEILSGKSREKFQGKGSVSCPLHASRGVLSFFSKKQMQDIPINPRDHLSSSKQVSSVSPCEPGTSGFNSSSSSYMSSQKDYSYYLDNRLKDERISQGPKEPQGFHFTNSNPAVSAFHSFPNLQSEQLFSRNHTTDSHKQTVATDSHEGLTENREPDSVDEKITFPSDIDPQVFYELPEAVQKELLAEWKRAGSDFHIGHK
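Pol iota at 10 nM preincubated 15 min with compounds at room temperature; reaction started with fluorescent substrate, 50 nM final. Fluorescence read kinetically at 0 and 10 min; buffer-only wells as negative control.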
BLM inh: blocks DNA unwinding by human BLM helicase; P54132; 350,000 tested, 0.2% active; Potency, µM (highest dose often 56.1 µM), without a hit: at the top dose activity change, negative = inhibition, hits mostly inhibitors; recombinant BLM DNA unwinding, fluorescence dequenching; AID 2528;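 note: potency is the fitted concentration of half-maximal effect; plate controls were vehicle for no effect and no enzyme for full effect; nearly all actives have a fitted effect of over 35% in size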
Apoferritin bind: candidate novel general anesthetic via apoferritin binding; P02791; apoferritin/1-aminoanthracene competitive binding, fluorescence; Potency, µM (top dose mostly 77.5 µM), inactives show at the top dose activity change, negative = displacement, hits mostly inhibitors; 350,000 tested, 0.074% active; AID 485281; note: potency is the fitted concentration of half-maximal effect; % is set by controls: 0 for no effect and ±100 for the full control effect; nearly all actives have a fitted effect of over 20% in size
Target sequence (P02791 2-175 limits assumed): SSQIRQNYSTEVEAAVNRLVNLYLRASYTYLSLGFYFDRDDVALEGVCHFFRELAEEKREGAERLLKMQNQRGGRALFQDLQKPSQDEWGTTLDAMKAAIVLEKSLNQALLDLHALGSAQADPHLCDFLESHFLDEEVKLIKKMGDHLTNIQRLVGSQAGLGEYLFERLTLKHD
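Apoferritin-based anesthetic binding model; compound displacement of fluorescent 1-AMA measured as endpoint fluorescence after 10 minutes at room temperature, scaled to free-ligand and complex controls.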
APEX1 inh: APE1 (human) endonuclease inhibition; recombinant APE1, TAMRA/BHQ-2 abasic DNA cleavage fluorescence; Potency, µM (series often up to 65.8 µM), without a hit: top-dose activity change, negative = inhibition, hits mostly inhibitors; 350,000 tested, 0.35% active;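 note: potency is the fitted concentration of half-maximal effect; plate controls were vehicle for no effect and reference inhibitor for full effect; nearly all actives have a fitted effect of over 55% in size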
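Readout is kinetic fluorescence (ex 525, em 598 nm) from cleavage of 50 nM TAMRA/BHQ-2 THF abasic duplex by 0.75 nM APE1, compound added 15 min beforehand at RT.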
POLB inh: DNA polymerase beta (human) inhibition | Potency, µM (top dose mostly 114 µM), inactives show at the highest dose activity change, negative = inhibition, usual class: inhibitors | P06746 | 340,000 tested, 1.3% active | Pol beta primer extension/strand displacement, fluorescence kinetic; note: potency is the fitted concentration of half-maximal effect; % is set by controls: 0 for no effect and ±100 for the full control effect
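10 nM enzyme + cpd, 15 min RT; start with substrate 50 nM final; read 0 min and after 10 min RT. Corrected, normalized data; 4-parameter Hill curve fit.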
LDHA inh: inhibitors of human lactate dehydrogenase A. P00338. purified LDHA, NADH/diaphorase-resazurin fluorescence; stronger effect = lower value. activity change, % (values are at about 110 or 230 µM). 480,000 tested, 0.15% active. AID 1347041; in the data active = activity change below about -30%; inconclusive = mostly about -25% to -30%;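 note: plate controls were DMSO wells for no effect and wells without enzyme for full effect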
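Remaining NADH was detected by diaphorase (0.133 mg/mL) converting 37 µM resazurin to fluorescent resorufin, read at 0 and 20 minutes. The preceding 5-minute room-temperature reaction used 2 nM LDHA, 0.2 mM sodium pyruvate and 0.06 mM NADH at pH 7.4.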
Glioma ERSR ind: ER stress response induction in glioma; U87-MG GRP78 promoter luciferase reporter, 16 h; Potency, µM, for inactives: top-dose activation, hits mostly activators; 420,000 tested, 0.02% active; note: potency is the fitted concentration of half-maximal effect; series mostly up to about 76 µM; % of control where 0% means no effect; nearly all actives have a fitted effect of over 35% in size
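Stably transfected U87-MG glioma cells carrying a GRP78-based luciferase sensor; 16 h compound incubation. Luminescence end-point read 10 min after Bright-Glo addition at room temperature.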
POLH inh: blocks human DNA polymerase eta activity; recombinant Pol eta, fluorescent DNA replication assay; Potency, µM (top dose mostly 114 µM), without a hit: at the top dose activity change, negative = inhibition, actives largely listed as inhibitors; 390,000 tested, 1.2% active; AID 588591; note: potency is the fitted concentration of half-maximal effect; % is set by controls: 0 for no effect and ±100 for the full control effect
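Pol eta (10 nM) was preincubated with compounds for 15 min at room temperature, after which fluorescent replication substrate (50 nM final) was added to start the reaction. Fluorescence was read kinetically at 0 and 10 min.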
POLK inh: inhibitors of human DNA polymerase kappa | 400,000 tested, 0.53% active | AID 588579 | purified Pol kappa, fluorescent DNA synthesis assay, 10 min | Potency, µM (titrated, usually from 107 µM), without a hit: top-dose activity, negative = inhibition, actives largely listed as inhibitors | Q9UBT6; note: potency is the fitted concentration of half-maximal effect; % is set by controls: 0 for no effect and ±100 for the full control effect
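Pol kappa 10 nM + cpd, 15 min RT; start w/ substrate 50 nM final; fluorescence kinetic read, 0 and 10 min. Neg ctrl: buffer, no enzyme.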
* marks the source's active call; other numbers are inactive results; ? = inconclusive; . = no result given; & = joins results of further samples; [ ] = remark or other dose. Unless noted, calls come from the whole dose curve; as a rule, active = well fitted curve in the direction sought with a large enough effect; inconclusive = small, poorly fitted or top-dose-only effect, or another doubt; inactive = no such curve, though single readings can be large; an effect the other way counts as inactive or inconclusive. Only part of the results is shown. The share of hits here may be higher or lower than overall.

Under each structure – Pol iota inh | BLM inh | Apoferritin bind | APEX1 inh | POLB inh | LDHA inh | Glioma ERSR ind | POLH inh | POLK inh
> COCCN(C(=O)Cc1coc2cc(C)c(C)cc12)c1c(N)n(Cc2ccccc2)c(=O)[nH]c1=O
  17% | . | . | 9% | . | -4 | -3% | -22% | 0%
> CC1CCCC(C)N1C(=O)COC(=O)c1ccc2c(c1)OCO2 (stereo not given)
  2% | -1% | ? | 0% | 26% | 1 | 9% | -10% | -9%
> N=c1n(CC(=O)c2ccc(Br)cc2)c2ccccc2n1Cc1ccccc1
  25% | . | . | 19% | . | -4 | -10% | -12% | 3%
> CCC(=O)Nc1c(S(=O)(=O)c2ccc(C)cc2)c2nc3ccccc3nc2n1C(C)c1ccccc1 (stereo not given)
  5% | -12% | 3% | -5% | 8% | 2 | -2% | ? | -18%
> COc1ccc(-c2cc([C@H]3[C@@H]4C=CCC[C@@]4(C)C(=O)N3Cc3ccccc3)ccc2F)cc1OC
  26% | -11% | -4% | -9% | -27% | 2 | -2% | -26% | -6%
> CCC(C)N1CC(=O)N2Cc3[nH]c4ccccc4c3C[C@H]2C1=O (stereo not given in full)
  12% | -5% | 0% | 22% | 5% | -7 | -4% | -15% | 12%
> CC1(C(=O)OCC(=O)Nc2nnc(-c3ccccc3)o2)CC1(Cl)Cl (stereo not given)
  -2% | . | . | 0% | . | 1 | -4% | -13% | 2%
> O=C(NC1CCN(Cc2ccccc2)CC1)c1ccccc1NS(=O)(=O)c1ccc(F)cc1
  45%[activator] | . | . | -16% | . | -3 | 0% | -18% | -3%
> COc1ccccc1C(=O)Nc1ccccc1C(=O)NCc1ccco1
  0% | -2% | -6% | 17% | 10% | -13 | -3% | -1% | -13%
> O=C(COc1ccc(S(=O)(=O)N2CCOCC2)cc1)NCCc1ccccc1
  22% | . | . | 8% | . | -4 | -1% | -20% | 2%
> S=C=Nc1cccc(NC(=S)NCCCCNC(=S)Nc2cccc(N=C=S)c2)c1
  . | -2%&-7% | 6%&-1% | 0%&-12% | . | . | -8% | . | 3%[60.1 µM]
> CCOC(=O)c1ccc(NC(=O)c2cccc(C)c2[N+](=O)[O-])cc1
  59%[activator] | -10% | -17% | -4% | 0% | -7 | 5% | -20% | -27%
> Cc1cccc(N2CCN(Cc3cnc(Cl)s3)CC2C)c1 (stereo not given)
  81%[activator] | -17% | -6% | -8% | 6% | -6 | 0% | -11% | -7%
> COc1ccc(C(=O)NCC2CCCO2)cc1OC (stereo not given)
  -1% | -3% | -3% | -2% | 2% | -2 | -3% | -15% | -10%
> COC(=O)CNC(=O)c1ccccc1F
  -15% | -7% | -10% | 5% | 0% | -4 | -2% | -4% | -6%
> COc1cccc(-c2nn(-c3ccccc3)cc2/C=C\C(=O)c2cccs2)c1
  0% | -4% | -21% | 0% | ? | -4 | 9% | -3% | -4%
> CC(C)c1ccc(NC(=O)C2CCN(S(=O)(=O)c3cccc4nonc34)CC2)cc1
  ? | -4% | -10% | . | 0% | 0 | -4% | -4% | -14%
> O=C(NNc1ccccc1[N+](=O)[O-])Nc1ccc(Cl)c(Cl)c1
  125%[activator] | -2% | ? | 13% | 5% | -2 | -6% | -16% | -13%
> NNC(=O)CSc1nnc(-c2ccccc2)n1-c1ccccc1
  43%[activator] | -2% | 0% | ? | 4% | -10 | 5% | -15% | 1%
> C=CCn1c(SCc2nc3sc(C(=O)O)c(C)c3c(=O)[nH]2)nnc1-c1ccc(C(C)(C)C)cc1
  ? | -5% | -10% | ? | 22µM* | 0 | -1% | 7.1µM* | 35µM*
> COCCCNC(=O)CSc1ccsc1[N+](=O)[O-]
  ? | -4% | -10% | -5% | -23% | -1 | -2% | 45µM* | ?
> COc1ccc(C(=O)Nc2nnc(Cc3ccc(OC)c(OC)c3)s2)cc1
  25% | -11% | -7% | -8% | 23% | -7 | 0% | -3% | -6%
> O=C(OCC(=O)C12CC3CC(CC(C3)C1)C2)c1ccc(O)cc1O
  ? | . | . | ? | . | -2 | 5% | -14% | -10%
> Cc1ccccc1Cn1c(SCc2ccc(C(=O)NCc3cccs3)cc2)nc2ccncc21
  22% | -11% | 29% | . | 30% | 3 | 1% | -15% | 8%
> COC(=O)c1ccc2[nH]c3cccc(/C(=C/c4ccccc4)c4ccccc4)c3c2c1
  12% | -7% | 16% | 6% | 18% | -3 | -10% | -18% | -5%
> O=C(c1ccc2c(=O)n(Cc3ccco3)c(=S)[nH]c2c1)N1CCN(c2ccccc2)CC1
  ? | -4% | ? | 2% | 4% | -4 | -8% | 0% | -25%
> O=C(CC(Cc1ccccc1)C(=O)O)Nc1ccc(Cl)c(Cl)c1 (stereo not given)
  8% | -4% | -2% | 12% | 34% | -6 | 1% | 13% | -17%
> COCCNC(=O)/C(C#N)=C/c1cc(Br)c(O)c(OC)c1
  128%[activator] | -2% | -11% | 1% | -3% | -3 | 1% | ? | -3%
> CCOc1ccccc1C(=O)Nc1cc(Cl)ccc1O
  2% | -5% | -19% | -5% | 2% | -2 | 1% | -4% | -9%
> CC12CCC(C(=O)Nc3ccccc3Cl)([C@H](Br)C1=O)C2(C)C (stereo not given in full)
  62%[activator] | 1% | -17% | 0% | 5% | -3 | -3% | -6% | -6%
> O=[N+]([O-])c1ccc(N2CCN(c3ccccc3F)CC2)c(S(=O)(=O)N2CCOCC2)c1
  14% | 0% | 10% | 16% | 0%[57.1 µM] | 2 | -3% | -19% | -2%
> O=C1CC(N2CCN(c3ccccc3)CC2)C(=O)N1c1ccc(Cl)cc1 (stereo not given)
  3% | -1% | -2% | 4% | 10% | -4 | -5% | -3% | -6%
> CN1CCN(C(=O)C2CCC(C)(C(=O)O)C2(C)C)CC1 (stereo not given)
  57%[activator] | 2% | -2% | 25% | 38% | -3 | 3% | 2% | -12%
> Cc1ccc2nc(C)c(CN3CCN(c4ccc([N+](=O)[O-])cc4Cl)CC3)n2c1
  . | -2% | -18% | 2% | 1% | . | . | . | .
> Cc1nn(-c2ccccc2)c(N2CCCC2)c1/C=N/NC(=O)c1ccccc1O
  18% | -13% | -9% | -7% | -26% | 3 | -2% | -23% | -10%
> CC(C)c1ccc(C2CC(c3ccc(Br)cc3)=NN2C(N)=S)cc1 (stereo not given)
  10% | -6% | 1% | 3% | -8% | -4 | 3% | -14% | -19%
> COc1ccccc1NC(=O)c1sc2nc(C)c(C(=O)Nc3ccc(C)cc3C)c(-c3ccco3)c2c1N
  2% | -2% | -13% | . | 21% | 1 | -1% | 9% | -8%
> Cc1cccc(/C=N/NC(=O)c2ccc(NC(=O)c3cccc(Cl)c3)cc2)n1
  ? | -4% | -13% | 10% | ? | -18 | 10% | -3% | -9%
> COc1cc2c(cc1OC)C(C)N(C(=O)[C@@H](NC(=O)c1ccccc1)C(C)C)CC2 (stereo not given in full)
  16% | -7% | -6% | 33% | 17% | 6 | 2% | -4% | 9%
> Cc1ccccc1NC(=O)c1nn(C)c(C(=O)Nc2ccccc2C)c1[N+](=O)[O-]
  -6% | -6% | 1% | -8% | 34% | -10 | -1% | -4% | -13%
> Cc1ccc(NC(=O)NC(C)c2c(-n3cccc3)sc(C)c2C)c(C)c1 (stereo not given)
  22% | -2% | 1% | . | 1% | -10 | . | . | -1%
> CCC(=O)N1c2ccccc2CC1C(=O)NCCN1CCN(c2cccc(C(F)(F)F)c2)CC1 (stereo not given)
  31%[activator] | -3% | -14% | . | 25% | 6 | -1% | -16% | -4%[60.1 µM]
